CTSL1 counter: Fasciola hepatica cathepsin L1 inhibitors, primary screen, counter-screen for PFM18AAP inhibitor project, biochemical, QFRET, fluorogenic peptide substrate | AID 1906, 2009 | inhibition, % at 5.96 µM | recombinant F. hepatica cathepsin L1, Z-Leu-Arg-MCA fluorescence | hit rate 0.49% among 300,000;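 active = inhibition above the mean of all tested compounds plus 3 SD, set per screening campaign, cut at about 17% in these data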;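 also: 0% = plate median of test compound wells and 100% = 1 µM Z-Phe-Ala-diazomethylketone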
PP1 counter: PP1-alpha phosphatase inhibitors, primary screen, counter-screen for PP5 inhibitor project, biochemical, fluorescence, OMFP substrate, single point; purified PP1alpha; inhibition, % at 6.7 µM; hit rate 0.9% among 320,000; AID 2235, 2010;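 active = inhibition above the mean inhibition of all tested compounds plus 3 SD, computed separately for each screening campaign, cut at about 15% in these data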
TPT1 inh: Candida albicans TPT1 enzyme inhibitors, primary screen, biochemical, fluorescence polarization | tRNA 2'-phosphotransferase TPT1 (Candida albicans SC5314) | recombinant caTPT1, FP RNA substrate dephosphorylation | inhibition, % at 5 µM | hit rate 0.81% among 300,000 | AID 1962, 2009;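 active = inhibition above the mean of all tested compounds plus 3 SD, set per screening campaign, cut at about 24% in these data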;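 also: plate controls were DMSO alone for no effect and ferristatin control at 100 nM for full effect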
proCasp3 act: activators of human procaspase-3 D3A mutant, primary screen, biochemical, absorbance, PC-3 D3A mutant, single concentration | recombinant procaspase-3 D3A, Ac-DEVD-pNA absorbance 405 nm | activation, % at 8.5 µM | hit rate 0.11% among 330,000;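 active = activation above the mean of all tested compounds plus 3 SD, cut at about 21% in these data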;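 also: 0% = DMSO alone and 100% = DMSO wells spiked with extra 5 µM PC-3 D3A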
Target sequence (P42574 whole entry D9A/D28A/D175A): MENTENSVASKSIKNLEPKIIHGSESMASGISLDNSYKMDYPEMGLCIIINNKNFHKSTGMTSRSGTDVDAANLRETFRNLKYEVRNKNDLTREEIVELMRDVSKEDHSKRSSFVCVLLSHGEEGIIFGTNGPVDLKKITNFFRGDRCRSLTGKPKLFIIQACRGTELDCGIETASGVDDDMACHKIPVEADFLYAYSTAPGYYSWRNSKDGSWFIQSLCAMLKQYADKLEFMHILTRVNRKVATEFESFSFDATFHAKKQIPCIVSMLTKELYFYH
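assay system = Procaspase-3 D3A mutant | signal = absorbance at 405 nm, 0 and 120 min | times = 1 h preincubation plus 2 h reaction at 25 °C | repeats = single replicate | read-out = % activation between DMSO and enzyme-spiked controls | medium = Zinc-free HEPES saline buffer with Triton X-100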
PP5 primary: PP5 phosphatase inhibitors, primary screen, biochemical, fluorescence; purified PP5c, OMFP substrate fluorescence; inhibition, % at 6.7 µM; hit rate 0.18% among 320,000; AID 1987, 2009;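 active = inhibition above the campaign's mean inhibition across all tested compounds plus 3 SD, cut at about 9.5% in these data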;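 also: 0% = DMSO only and 100% = 100 µM cantharidin control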
PAFAH2 inh: PAFAH2 enzyme inhibitors, primary screen, biochemical, fluorescence polarization, human; Platelet-activating factor acetylhydrolase 2, cytoplasmic (Homo sapiens), Q99487; recombinant PAFAH2, FP-rhodamine activity probe; inhibition, % at 3.39 µM; hit rate 0.99% among 340,000; AID 492956, 2010;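 active = inhibition above the mean over all tested compounds plus 3 SD, cut at about 30% in these data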;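 also: inhibitors block probe labeling of enzyme so polarization drops; 0% = enzyme with DMSO and 100% = wells lacking PAFAH2 protein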
AHR act: AHR activators, primary screen, cell-based, luminescence, luciferase reporter, human; Aryl hydrocarbon receptor (Homo sapiens), P35869; AHR-responsive luciferase reporter cells; activation, % at 5 µM; hit rate 2.5% among 320,000; in the data active = activation above about 47%;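 also: 0% = vehicle wells and 100% = reference agonist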
Target sequence (P35869 whole entry, looked up): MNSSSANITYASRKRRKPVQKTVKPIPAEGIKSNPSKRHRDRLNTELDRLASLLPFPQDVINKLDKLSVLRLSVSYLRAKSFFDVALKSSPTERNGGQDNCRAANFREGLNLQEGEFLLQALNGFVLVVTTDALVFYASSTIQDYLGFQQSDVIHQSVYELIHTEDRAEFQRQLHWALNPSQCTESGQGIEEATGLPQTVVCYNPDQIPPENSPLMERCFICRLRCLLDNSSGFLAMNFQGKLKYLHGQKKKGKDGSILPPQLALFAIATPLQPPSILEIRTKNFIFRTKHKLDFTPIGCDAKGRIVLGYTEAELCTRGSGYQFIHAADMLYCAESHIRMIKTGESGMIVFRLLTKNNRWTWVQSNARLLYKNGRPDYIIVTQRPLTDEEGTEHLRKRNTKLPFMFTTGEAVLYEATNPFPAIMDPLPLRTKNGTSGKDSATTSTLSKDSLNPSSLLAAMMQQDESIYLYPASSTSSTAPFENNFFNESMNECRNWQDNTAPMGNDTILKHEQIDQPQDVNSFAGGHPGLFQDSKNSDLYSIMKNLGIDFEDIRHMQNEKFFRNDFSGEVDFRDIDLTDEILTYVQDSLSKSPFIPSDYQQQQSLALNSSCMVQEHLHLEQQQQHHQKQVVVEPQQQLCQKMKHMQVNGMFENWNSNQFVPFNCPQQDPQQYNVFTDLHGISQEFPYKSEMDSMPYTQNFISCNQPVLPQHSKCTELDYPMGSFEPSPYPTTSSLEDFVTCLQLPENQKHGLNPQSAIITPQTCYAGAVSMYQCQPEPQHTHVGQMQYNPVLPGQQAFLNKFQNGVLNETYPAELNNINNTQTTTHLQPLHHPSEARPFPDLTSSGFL
procasp7 counter: procaspase-7 activators, primary screen, counter-screen for procaspase-3 activator project, biochemical, absorbance, HTS, human | hit rate 0.093% among 330,000 | activation, % at 8.5 µM | AID 463210, 2010 | Caspase-7 (Homo sapiens), P55210 | recombinant procaspase-7, Ac-DEVD-pNA absorbance 405 nm; D23A/D198A/D206A triple mutant, cannot self-cleave; scale: DMSO 0, 5 µM enzyme 100;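 active = percent activation above the screen-wide mean plus 3 SD, cut at about 25% in these data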
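Assay system: Uncleavable procaspase-7 mutant enzyme / Input: 2 µM procaspase-7 mutant as dispensed / Dosing: single nominal 8.5 µM compound dose, 0.8% DMSO final / Timing: 1 h enzyme–compound preincubation and 2 h substrate reaction, both 25 °C / Detection: p-Nitroaniline absorbance at 405 nm, read at 0 and 120 min / Replication: singlicate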
HCV core dimer: inhibitors of HCV core protein dimerization, primary screen, biochemical, TR-FRET, high-throughput | hit rate 0.33% among 300,000 | inhibition, % at 5 µM | TR-FRET GST/Flag-core106 dimerization, 1536-well | AID 1899, 2009;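 active = inhibition above the mean of all tested compounds plus 3 SD, set per screening campaign, cut at about 45% in these data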
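Material: Tagged HCV core106 pair (GST and Flag) | Amount: GST-core106 13.5 nM, Flag-core106 17 nM | Medium: KF-containing HEPES buffer, pH 7.45, DTT, CHAPS, BSA | Reagent: Eu donor and XL665 acceptor anti-tag antibodies | Schedule: 4 h at 22.5 °C | Technique: Time-resolved FRET, ex 340 nm, em 617 and 671 nm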
Starred values were filed as active, the others as inactive; . = not tested or not shown.

SMILES	CTSL1 counter	PP1 counter	TPT1 inh	proCasp3 act	PP5 primary	PAFAH2 inh	AHR act	procasp7 counter	HCV core dimer
COc1ccc(NC2CCCN(C(=O)c3cc(CC(C)C)nc(N)n3)C2)cc1 (stereo not drawn)	-2	0	1	-4	2.2	-7	0	2	-7
CCOc1cc(CNc2ccc3c(c2)CCC3)ccc1O	6	0	1	-1	0.3	4	22	-5	-3
Cc1ccc(SCC(=O)OCC(=O)NC2CCCCCC2)cc1	-24	-4	-1	3	0.3	5	-1	-12	10
CCN(CCNC(=O)c1ccc(CSc2nc3ccncc3[nH]2)cc1)c1ccccc1	-4	2	-2	4	3.1	7	15	-1	-19
Cc1ccc(S(=O)(=O)N2CCCCC2)cc1NC(=O)COC(=O)CNC(=O)c1cc(Cl)cc([N+](=O)[O-])c1	-1	0	0	0	-0.7	3	6	1	0
COC(=O)C1=CN(Cc2ccc(OC)cc2)C=C(C(=O)OC)C1c1ccsc1	11	4	-2	4	-8.3	6	0	-15	12
Cc1ccc(NC(=O)C2OCCc3ccccc32)cc1Cl (stereo not drawn)	0	0	0	6	1.8	1	2	1	1
COc1ccccc1C(=O)NNC(=O)C(=O)NC(C)(C)C	1	-2	-3	2	-2.1	12	13	3	-1
CC(=O)C[C@@H](O)CC(=O)[C@@H]1OC(=O)[C@@H](C)C/C=C\Cc2ccccc21	.	.	.	-8	.	5	1	-1	.
CC(=O)c1cccc(CN2CCCC(N3CCN(c4ccccc4F)CC3)C2)c1 (stereo not drawn)	-2	-2	2	0	4.7	-1	1	9	-7
NS(=O)(=O)c1ccc(CNS(=O)(=O)c2ccc(Cl)nc2)cc1	-2	-5	2	-1	0.6	-1	-2	-5	1
CCCCn1c(SCC(=O)c2ccc(OC)c(OC)c2)nc2cc(S(N)(=O)=O)ccc21	1	2	-4	-6	1.1	7	7	-7	5
Cc1nc2ccccc2n1C(=O)N1CCOCC1	2	2	-6	-8	1.8	9	-7	-9	-5
O=c1[nH]c2cnccc2n1-c1ccccc1	0	-2	6	3	-0.7	4	14	-6	0
COC(=O)C1=C(C)OC(N)=C(C#N)C1c1cc(OC)c(OCC(N)=O)cc1Cl (stereo not drawn)	-13	4	-3	-3	-1.5	-4	-2	5	1
Cc1ccc(C(=O)Nc2ccc(C)c(S(=O)(=O)N(C)C)c2)s1	0	-2	-3	-14	1.3	-6	47	7	-11
O=C(Nc1nc2c(s1)CCCC2)c1ccc(Br)o1	-1	-1	-4	-1	-1.1	-6	14	2	-3
CC(=O)Nc1ccc(NC(=O)CSc2ccc(C)cc2)cc1	3	-3	-7	-4	-0.5	5	2	10	7
CCCCON1C(=O)c2cccc3cccc(c23)C1=O	-1	-1	-2	-10	-1.3	0	56*	-4	0
COc1ccc(-c2nnc(SCCC(=O)O)n2C)cc1OC	0	-3	-5	-4	0.3	-11	-2	5	2

Look-ups from the results shown.
`Cc1nc2ccccc2n1C(=O)N1CCOCC1` in procasp7 counter is entered as -9
`COc1ccc(-c2nnc(SCCC(=O)O)n2C)cc1OC` in proCasp3 act is entered as -4
`NS(=O)(=O)c1ccc(CNS(=O)(=O)c2ccc(Cl)nc2)cc1` in AHR act is entered as -2
`CCCCON1C(=O)c2cccc3cccc(c23)C1=O` in TPT1 inh is entered as -2

New compounds follow.
SMILES	CTSL1 counter	PP1 counter	TPT1 inh	proCasp3 act	PP5 primary	PAFAH2 inh	AHR act	procasp7 counter	HCV core dimer
O=C(O)CC1(CC(=O)Nc2ccccc2N2CCOCC2)CCCC1	-1	1	-1	1	1.5	2	12	9	1
Cc1ccc(NS(=O)(=O)c2ccc(NC(=O)C(C)Sc3ccc(Cl)cc3)cc2)c(C)c1 (stereo not drawn)	-8	6	-4	2	7.7	-51	1	17	14
COc1ccc(OCCSc2nnc3sc4ccccc4n23)cc1	11	0	-2	-1	3.4	4	9	-6	0
CC(=O)NN1C(=O)c2ccc3c4c(ccc(c24)C1=O)C(=O)N(NC(C)=O)C3=O	7	-6	-6	0	3.5	3	0	15	-7
CC(C)CC(=O)NC(=S)Nc1ccc(S(=O)(=O)Nc2nccs2)cc1	2	-2	-5	-5	-0.4	5	2	12	1
O=C(c1ccccc1)N1CCc2[nH]nc(-c3ccccc3)c2C1	0	3	-1	2	3.8	0	-1	1	5
COc1ccc(CNC(=O)CNC(=O)N2CC(=O)Nc3ccccc32)cc1	-1	0	-5	4	-0.4	2	1	5	-14
O=C1Nc2ccc(Br)cc2/C1=C/C(=O)c1ccc2c(c1)OCO2	-3	7	2	-8	2.4	8	70*	-3	13
Cc1cc(C)n(-c2ccc(Cl)c(C(=O)Nc3cc(C(F)(F)F)ccc3Cl)n2)n1	0	0	-2	-5	1.8	0	2	-2	0
O=C(NCCCc1ccccc1)c1ccc(-n2cncn2)c([N+](=O)[O-])c1	1	-1	-1	-6	2.1	3	13	-1	-3
COc1cccc(CC2(CO)CCCN(Cc3ccccc3-c3ccco3)C2)c1 (stereo not drawn)	4	2	6	-1	3.9	-7	3	-5	6
CCCCCN(C(=O)NC(=O)Nc1ccccc1C)S(=O)(=O)c1ccccc1	-1	0	3	-3	0.6	1	12	5	-2
CC(=O)c1ccc(S(=O)(=O)N2Cc3ccccc3CC2C(=O)O)cc1 (stereo not drawn)	0	1	-1	-4	1.0	9	3	-4	-3
CCOC(=O)CNC(=S)N(CCCN1CCCCC1)Cc1cccs1	-3	-1	0	1	3.3	9	-1	13	-6
O=C(CN1C(=O)CC(c2ccccc2)=Nc2ccccc21)NCc1ccccc1	10	-2	1	4	-1.8	0	0	3	1
COc1ccc(-c2csc(Nc3ccc(C)cn3)n2)cc1	2	-2	0	-6	0.5	-3	14	-1	2
CN(CC(=O)Nc1ccccc1Cl)C(=O)COC(=O)c1nc(Cl)c(Cl)c(Cl)c1Cl	-7	-1	0	8	0.8	10	16	-4	9
Cc1nn(C)c(Oc2cccc(C(F)(F)F)c2)c1C#N	1	1	-3	7	-1.0	-2	2	-4	-8
CC(C)(C)OC(=O)NCCc1nnc(SCC(N)=O)o1	-1	-2	-3	0	0.3	-4	0	4	3
CC1=C(C(=O)OC2CCCC(C)C2)C(c2ccccc2)NC(=O)N1 (stereo not drawn)	4	-3	2	-1	1.6	9	-2	4	0
COc1cc(/C=N/O)cc(Br)c1OS(=O)(=O)c1ccc(C)cc1	2	4	1	-1	3.7	-9	7	-5	-1
COc1ccc(S(=O)(=O)N2CCOCC2)cc1NC(=O)Cc1ccc(Cl)c(Cl)c1	1	-1	-1	0	8.3	21	-2	0	-8
Cc1cc(=O)[nH]c(N2CCN(C(=O)c3ccco3)CC2)n1	-6	-2	3	9	3.7	-3	12	-5	6
O=C(NCCc1cccc(Cl)c1)c1cc2ccccc2oc1=O	-1	0	1	2	2.1	2	-2	1	0
Cc1cc(/C=C(\C#N)C(=O)N2CCCCC2)cc(C)c1O	-1	1	-1	-5	2.8	-9	4	-2	-16
COc1ccc2c(c1)[nH]c1c(=O)n(CCN3CCCC3)cnc12	1	4	0	7	3.2	-6	20	1	-5
COc1cc(NC(=O)C/C(C)=N/NC(=O)C(=O)NCCO)c(OC)cc1Cl	3	-4	-1	-2	2.6	1	81*	4	0
O=C(C1=C[C@@H](c2ccc(C(F)(F)F)cc2)C[C@@H](OCc2ccc(CO)cc2)O1)N1CCN(Cc2ccc3c(c2)OCO3)CC1	1	2	-1	1	-2.1	1	0	-11	3
COc1ccc(S(=O)(=O)N2CCOCC2)cc1NC(=O)COC(=O)c1ccc([N+](=O)[O-])s1	.	.	.	7	.	40*	0	4	.
O=C(Cc1ccc(-n2cccc2)cc1)NCc1cccs1	0	1	2	-4	2.4	5	4	-1	30

A portion from further up, as a working copy:
SMILES	CTSL1 counter	PP1 counter	TPT1 inh	proCasp3 act	PP5 primary	PAFAH2 inh	AHR act	procasp7 counter	HCV core dimer
COc1ccc(S(=O)(=O)N2CCOCC2)cc1NC(=O)COC(=O)c1ccc([N+](=O)[O-])s1	.	.	.	7	.	40*	0	4	.
O=C(Cc1ccc(-n2cccc2)cc1)NCc1cccs1	0	1	2	-4	2.4	5	4	-1	30

Further records follow:
SMILES	CTSL1 counter	PP1 counter	TPT1 inh	proCasp3 act	PP5 primary	PAFAH2 inh	AHR act	procasp7 counter	HCV core dimer
CC1(C)OC(=O)N(CCc2ccccc2)C1(C)O (stereo not drawn)	-3	7	-1	4	-0.4	-3	0	6	-1
O=C(Nc1ccc(CN2CCOCC2)cc1)c1ccc(Br)o1	-6	-3	-1	6	0.8	1	11	2	-1
C/C(Cc1ccccc1)=N/NC(=O)CNC(=O)C(c1ccccc1)c1ccccc1	-2	-1	-2	-3	-0.1	-2	1	5	-32
O=C1CN(C(=O)COC(=O)c2cccnc2Cl)c2ccccc2N1	-19	4	3	-12	-2.0	9	2	4	1
COc1ccc(CC(=O)Nc2ccc(-c3cn4cccc(C)c4n3)cc2)cc1OC	-2	-3	1	-1	1.7	-1	-6	12	0
CCC1=C(OC(=O)N(CC)CC)N2C(=O)OC(=NCCc3c[nH]c4ccccc34)[C@]2(C)[C@H]2C1=CC[C@H]1C(=O)NC(=O)[C@H]12	5	-9	-4	-6	-0.7	7	4	-16	-5
Cc1nc(NCc2ccco2)[nH]c(=O)c1CCC(C)C	2	-1	0	-1	-0.5	10	-1	2	-2
CN1CCN(CC(=O)Nc2nc3c(s2)CCCC3)CC1	-7	-9	3	5	3.2	-1	6	4	4
CSC1=NC2(CCCCC2)C2=C(CCCC2)N1	-1	-6	1	-1	-0.8	10	0	7	0
CCOc1ccc(-n2ccnc(SCC(=O)Nc3cccc(OC)c3)c2=O)cc1	-9	-4	-1	-1	0.7	-5	1	-4	5
CC(C)CC(=O)Nc1ccc(-c2nc3ccccc3c(=O)[nH]2)cc1	5	-2	-1	-5	1.8	-2	6	-4	-1
CCC(CC)NC(=O)CCCSc1nc2ccccc2[nH]1	-2	3	-1	11	1.0	4	1	16	1
COCCCN(C(=O)c1ccco1)c1nc(-c2ccc(OC)cc2)cs1	-2	-3	2	-5	1.6	7	6	-3	6
O=C(CSc1nc2[nH]ncc2c(=O)[nH]1)NCCc1ccccc1	1	4	-3	4	1.3	4	78*	4	-8
CCOC(=O)C1CCCN(S(=O)(=O)c2ccc3c(c2)N(C)C(=O)CC(=O)N3C)C1 (stereo not drawn)	-4	-1	-2	0	-0.8	-2	0	7	-9
CC1CCCCN1CCNC(=O)CN1C(=O)CSc2ccc(S(=O)(=O)N3CCCCC3)cc21 (stereo not drawn)	1	-3	-1	3	0.6	5	-2	-1	7
O=C(CSc1nnc(NC(=O)C2CC2)s1)NCc1cccs1	-4	-1	2	5	0.5	6	0	-5	-1

Screens (PubChem BioAssay)
